Tau fluor cs: counter-screen for tau fibril formation inhibitors; tau K18 P301L Alexa594 fluorescence, heparin fibrillization; Potency, µM (highest dose often 57.7 µM), without a hit: at the highest dose activity change, negative = decrease; hit rate 0.93% among 280,000; AID 1463; also: % is scaled to controls: 0 for no effect and ±100 for the full control effect; nearly all actives have a fitted effect of over 55% in size
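Human tau K18 P301L (15 uM unlabeled, 0.24 uM Alexa 594-labeled) in 100 mM sodium acetate pH 7 with 20 uM heparin, 6 hr at 37 C. ThT 30 uM added, 1 hr ambient; Alexa 594 FP and total fluorescence read at 555/632 nm.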
HTT ATP protect: protects HTT-Q103 PC12 cells, measured by ATP; PC12 HTT-Q103 induced, cytoprotection, ATP luminescence, 40 h; Potency, µM (doses to about 56.4 µM), without a hit: cytoprotection (ATP increase), hits mostly activators; hit rate 0.14% among 230,000;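 also: % of control where 0% means no effect; nearly all actives have a fitted effect of over 45% in size; toxic huntingtin expression switched on by the ecdysone agonist tebufenozide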
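Rat PC12, Q103 Htt exon1-GFP fusion, ecdysone promoter; tebufenozide inducer 100 nM final; compound titration; qHTS, 1500 cells/well; ATPlite luminescent read.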
GAA spleen mod: lysosomal alpha-glucosidase (human) modulation; P10253; human spleen homogenate, 4-MU-alpha-glucoside fluorescence; Potency, µM (top dose mostly 79.9 µM), without a hit: top-dose activity change, negative = inhibition, actives largely listed as inhibitors; hit rate 0.006% among 240,000;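 also: 0% = enzyme with vehicle and -100% = no enzyme basal signal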
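Human spleen homogenate (1 ug) incubated with compounds and 1 mM 4-methylumbelliferyl-alpha-D-glucopyranoside in pH 5.0 citrate/phosphate buffer, 37 C, 40 min. Stopped at pH 10; 4-MU fluorescence (Ex 365/Em 440 nm); AC50 by Hill fit.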
Tau FP inhib: tau fibrillization inhibition (FP); K18 P301L tau heparin fibrillization, Alexa594 FP, 6 h; Potency, µM (top dose mostly 57.7 µM), without a hit: top-dose activity, negative = inhibition, most hits filed as inhibitors; hit rate 0.39% among 280,000; AID 1468; also: % is scaled to controls: 0 for no effect and ±100 for the full control effect; nearly all actives have a fitted effect of over 55% in size
Target sequence (P10636 561-689 P618L limits assumed): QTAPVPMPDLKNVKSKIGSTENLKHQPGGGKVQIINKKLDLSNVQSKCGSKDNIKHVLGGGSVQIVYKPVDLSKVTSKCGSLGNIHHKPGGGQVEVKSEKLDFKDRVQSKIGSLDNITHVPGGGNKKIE
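FP of Alexa 594-tau after heparin (20 uM) induction. Substrate: human K18 P301L, 15 uM unlabeled, 0.24 uM labeled. Buffer 100 mM sodium acetate pH 7. 6 hr, 37 C.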
GAA inh: blocks human lysosomal alpha-glucosidase; hit rate 0.005% among 200,000; purified human GAA, 4-MU-alpha-glucoside fluorescence; Potency, µM (titrated, usually from 76.9 µM), for the others: at the top dose activity change, negative = inhibition, most hits filed as inhibitors;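 also: plate controls were uninhibited enzyme wells for no effect and no-enzyme background for full effect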
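Enzyme (4 nM final) mixed with compound (up to 77 uM), then 4-MU-alpha-D-pyranoside (400 uM final) added; 20 min at room temperature, pH 5.0. Reaction stopped at pH 10, fluorescence read, AC50 derived by Hill fit.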
aGal spleen mod: inhibitors or activators of human alpha-galactosidase in spleen homogenate; human spleen homogenate, 4MU-alpha-Gal fluorescence, 40 min; Potency, µM (series often up to 80 µM), for the others: at the top dose activity change, negative = inhibition, actives largely listed as inhibitors; hit rate 0.008% among 240,000;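 also: 0% = enzyme with vehicle and -100% = no enzyme basal signal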
Target sequence (P06280 32-429 limits assumed): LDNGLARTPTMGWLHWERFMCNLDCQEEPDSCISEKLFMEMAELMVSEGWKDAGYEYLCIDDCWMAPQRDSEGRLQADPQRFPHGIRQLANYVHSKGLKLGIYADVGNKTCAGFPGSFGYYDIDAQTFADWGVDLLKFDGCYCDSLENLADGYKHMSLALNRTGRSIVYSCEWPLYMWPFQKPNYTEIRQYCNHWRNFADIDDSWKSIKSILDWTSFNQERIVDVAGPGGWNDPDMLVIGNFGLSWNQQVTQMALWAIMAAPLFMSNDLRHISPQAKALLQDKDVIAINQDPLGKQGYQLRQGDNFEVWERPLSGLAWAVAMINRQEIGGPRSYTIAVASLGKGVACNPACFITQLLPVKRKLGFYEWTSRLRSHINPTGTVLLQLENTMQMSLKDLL
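Spleen homogenate 1 ug + cpd (titration) + 4-MU-alpha-D-galactopyranoside 1 mM; 37C 40 min; 50 mM citrate/phosphate pH 5.0, 0.01% Tween-20; stop pH 10; fluorescence 365/440; AC50 via Hill.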
GAA glycogen mod: alters human alpha-glucosidase cleavage of glycogen. hit rate 0.38% among 300,000. P10253. recombinant GAA, glycogen substrate, Amplex Red glucose oxidase fluorescence. Potency, µM (doses to about 76.4 µM), inactives show at the highest dose activity change, negative = inhibition, usual class: inhibitors;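 also: 0% = full enzyme reaction and -100% = no-enzyme basal signal; the screen sought inhibitors and activators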
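qHTS, 1536-well; enzyme 4 nM final; cpd up to 77 uM; substrate bovine liver glycogen 30 ug; 50 mM citrate/phosphate pH 5.0, 0.01% Tween-20; 37 C, 40 min; Amplex Red detection 45 min RT; Hill fit → AC50.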
Tau ThT inhib: blocks human tau fibril formation measured by thioflavin T. P10636. recombinant tau K18 P301L (four-repeat tau fragment), heparin-induced fibrillization, ThT fluorescence. Potency, µM (titrated, usually from 57.4 µM), for inactives: top-dose activity, negative = inhibition, usual class: inhibitors. hit rate 2.1% among 270,000. AID 1460; also: % is scaled to controls: 0 for no effect and ±100 for the full control effect; nearly all actives have a fitted effect of over 55% in size
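K18 P301L tau (15 uM + 0.24 uM Alexa 594-tagged), heparin 20 uM, NaOAc pH 7, 6 h 37 C; ThT 30 uM, 1 h RT, ex 450/em 510 nm.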
Active calls of the source: *; u = inconclusive; x = no result given; & = joins results of further samples; [ ] = dose if it differs, or a comment. Calls follow the shape of the dose curve; as a rule, active = well fitted curve in the direction sought with a large enough effect; inconclusive = small, poorly fitted or top-dose-only effect, or another doubt; inactive = no such curve, though single readings can be large; an effect the other way counts as inactive or inconclusive. Potency is read from the fitted curve at half-maximal effect. Compounds as they come; 3.3% or so of the library scored in one or more.

SMILES	Tau fluor cs	HTT ATP protect	GAA spleen mod	Tau FP inhib	GAA inh	aGal spleen mod	GAA glycogen mod	Tau ThT inhib
COc1cccc(-c2cc(C(=O)Nc3c(C)nn(Cc4ccccc4Cl)c3C)no2)c1	-9%	x	x	3%	x	x	-13%[76.3 µM]	-7%
O=C(O)c1ccc(CNCc2ccccc2Cl)s1	8%	x	x	3%	x	x	-13%[76.3 µM]	11%
Cc1ccc(C(=O)OCC(=O)Nc2cccc(Cl)c2C)c(O)c1	-1%	3%[10 µM]	-4%	-8%	-12%	2%	2%	3%
CCCN(CCC)S(=O)(=O)c1ccc(C(=O)Nc2nnc(CSC)o2)cc1	-9%	-43%[inhibitor]	-1%	3%	u	-6%	5%	-11%
O=S(=O)([N-]c1nc2ccccc2nc1-n1cc[n+](Cc2ccccc2)c1)c1ccccc1	-12%	-4%[10 µM]	3%	-3%	x	8%	0%	-12%
CC(=O)OCc1c(C(F)(F)F)nn(C)c1Oc1cccc(C(F)(F)F)c1	-18%	8%	-4%	-9%	-8%	-6%	-3%	-6%
O=c1c(Cl)c(Cl)cnn1-c1ccccc1	-8%	-96%[inhibitor][10 µM]	-4%	-10%	-6%	-5%	20%	u
Cc1ccc(NC(=O)c2ccc([N+](=O)[O-])o2)cc1C	-19%	-9%[10 µM]	x	14%	-6%	2%	3%	u
CCc1nc2sc3ccccc3c(=O)c2c(=O)n1Cc1ccco1	-7%	-9%[10 µM]	-6%	-7%	4%	5%	3%	u
Cc1ccc(C(=O)Nc2ncnc3sc4c(c23)CCCCC4)cc1	u	-10%[10 µM]	-7%	u	u	-1%	-1%	-19%
COc1ccccc1N(CC(=O)NCc1ccccc1)C(=O)CCC(=O)Nc1ccccn1	3%	10%[10 µM]	0%	9%	0%	-13%	-1%	3%
COc1ccc(Cl)cc1NC(=O)NC1CCCCC1	-20%	-11%	-5%	1%	-2%	-6%	-9%	-11%
Cc1ccc(-n2c(CSc3nc(C)cc(C)n3)nnc2SCC(=O)NCc2ccco2)cc1	4%	-14%[10 µM]	-5%	4%	0%	-17%	3%	3%
COc1ccc(C2CC(=O)c3cc(-c4nc(-c5ccc(Cl)cc5)cs4)c(=O)[nH]c3C2)cc1OC (stereo not drawn)	-9%	x	x	u	x	x	-6%[76.3 µM]	-8%
CS(=O)(=O)N1CCN(c2ccc([N+](=O)[O-])c(N3CCOCC3)c2)CC1	-4%	-14%	-7%	-7%	-1%	-5%	1%	u

In the list so far, these contain a nitro group on carbon:
SMILES	Tau fluor cs	HTT ATP protect	GAA spleen mod	Tau FP inhib	GAA inh	aGal spleen mod	GAA glycogen mod	Tau ThT inhib
Cc1ccc(NC(=O)c2ccc([N+](=O)[O-])o2)cc1C	-19%	-9%[10 µM]	x	14%	-6%	2%	3%	u
CS(=O)(=O)N1CCN(c2ccc([N+](=O)[O-])c(N3CCOCC3)c2)CC1	-4%	-14%	-7%	-7%	-1%	-5%	1%	u

Going on with the list.
SMILES	Tau fluor cs	HTT ATP protect	GAA spleen mod	Tau FP inhib	GAA inh	aGal spleen mod	GAA glycogen mod	Tau ThT inhib
CCOC(=O)c1c(NC(=O)COC(=O)c2ccc(O)cc2)sc(C(=O)N(C)C)c1C	-6%	-32%[inhibitor]	-4%	3%	2%	4%	6%	4%
O=C(N/N=C/c1ccc(OCC2COCCO2)cc1)c1ccc(Br)cc1 (stereo not drawn)	-20%	-66%[inhibitor]	7%	-10%	5%	3%	2%	u
O=C(N1CCN(c2cccc(Cl)c2)CC1)C1(S(=O)(=O)c2ccc(Cl)cc2)CC1	u	-11%	-8%	0%	u	-1%	-5%	u
COc1ccc(NC(=S)N2c3ccccc3CC2C)cc1OC (stereo not drawn)	-17%	x	-4%	2%	-1%	6%	-13%	-15%
Cc1cc(Nc2ccccc2)c2c([N+](=O)[O-])ccc(C)c2n1	8%	14%[10 µM]	0%	8%	5%	5%	4%	12%
Nc1ncnc2c1ncn2C1CCC(CO)C(O)C1 (stereo not drawn)	4%	-6%[10 µM]	1%	0%	-3%	1%	-8%	5%
COc1ccc(CNC(=O)c2ccc(C(C)C)cc2)cc1	-11%	-15%	0%	-2%	3%	-2%	10%	-7%
CC1(C)CC(=O)C(C(C2=C(O)CC(C)(C)CC2=O)c2ccc(Br)s2)C(=O)C1 (stereo not drawn)	4%	41%[10 µM]	-7%	-1%	0%	-1%	-7%	-7%
O=C(CCNc1ccc(F)cc1)c1cc2ccccc2o1	-20%	-21%	-4%	6%	4%	-6%	-3%	u
CCCCN(CC)CCCNC(=S)Nc1ccc2nc3n(c(=O)c2c1)CCCCC3	-12%	20%[10 µM]	2%	2%	0%	-4%	-6%	-6%
Cc1cc(C)c(OCCN2CC(C)OC(C)C2)c(Br)c1 (stereo not drawn)	6%	-41%	-4%	2%	4%	9%	-16%	5%
NNC(=O)Cn1c(-c2ccccc2)cc(=O)n2ncnc12	4%	-7%[10 µM]	1%	-5%	x	-10%	-1%	x
O=C(COC(=O)CCc1nc2ccccc2c(=O)[nH]1)NC(c1ccccc1)c1ccccc1	0%	8%[10 µM]	-11%	-7%	x	11%	-1%	5%
O=[N+]([O-])c1ccc(-n2nnnc2CN2CCCCC2)cc1	2%[2.34 µM]	-23%[10 µM]	2%	-9%	-14%	4%	2%	-2%
CCOC(=O)CCSc1nnc(-c2cccnc2)n1-c1ccccc1OC	4%	2%[10 µM]	-5%	6%	9%	-5%	2%	-1%

Ordered by the number under GAA inh (descending): three of the compounds above
| canonical_smiles | GAA inh |
| --- | --- |
| CCOC(=O)CCSc1nnc(-c2cccnc2)n1-c1ccccc1OC | 9% |
| COc1ccc(NC(=S)N2c3ccccc3CC2C)cc1OC (stereo not drawn) | -1% |
| O=[N+]([O-])c1ccc(-n2nnnc2CN2CCCCC2)cc1 | -14% |

More results follow.
SMILES	Tau fluor cs	HTT ATP protect	GAA spleen mod	Tau FP inhib	GAA inh	aGal spleen mod	GAA glycogen mod	Tau ThT inhib
NS(=O)(=O)c1ccc(NC2=CC(c3ccc([N+](=O)[O-])cc3)N(c3ccc(S(N)(=O)=O)cc3)C2=O)cc1 (stereo not drawn)	13µM*[quencher]	-6%[10 µM]	2%	-14%	-16%	-12%	x	u
CCC(C(=O)NC1CCCC1)N(C(=O)Cn1nnc(-c2cccs2)n1)c1cnc2ccccc2c1 (stereo not drawn)	0%	-11%[10 µM]	-9%	8%	-1%	0%	3%	-6%
O=C(NCC1CCCO1)C1CCN(S(=O)(=O)c2cccnc2)CC1 (stereo not drawn)	-1%	-7%	-4%	-2%	-1%	4%	3%	-12%
O=C(O)/C=C\C(=O)Nc1ccc(OCc2ccccc2)cc1	-6%	x	-9%	0%	-2%	-7%	-12%	-10%
COCCNC(=O)Cn1cnc2sc(C)c(S(=O)(=O)N3CCN(c4ccccc4OC)CC3)c2c1=O	-4%	x	x	2%	x	x	-5%&-4%[76.3 µM]	0%
Cc1ccccc1CC1(CO)CCCN(C(=O)c2ccc(F)cc2)C1 (stereo not drawn)	-6%	-12%	-9%	-4%	-3%	-1%	9%	-7%
COC(=O)Nc1snnc1C	0%	0%	7%	-5%	4%	-17%	9%	0%
CCN1CCN(c2cc(=O)n(Cc3ccc(F)cc3)c(=O)[nH]2)CC1	-1%	-4%	2%	0%	2%	2%	-4%	-9%
Cc1cc(C)n(-c2cc(C(C)(C)C)nc3c(-c4ccccc4)cnn23)n1	-11%	9%[10 µM]	-5%	5%	x	-5%	3%	-8%
COc1ccc(NC(=O)c2ccc(NCCCN3CCOCC3)c([N+](=O)[O-])c2)cc1	-21%	15%[10 µM]	0%	13%	-3%	4%	13%	16µM*
COc1ccc(NC(=O)/C=C/c2cc(OC)c(OC)c(OC)c2)cn1	-11%	8%	-3%	-3%	-3%	-5%	-4%	-18%
Cc1ccc(Cn2nnnc2CN2CCC(NC(=O)C(C)(C)C)CC2)cc1	-1%	u	-3%	-7%	3%	5%	-6%	6%
N#Cc1c(-c2cccc(Br)c2)cc(-c2cccnc2)nc1N	-12%	-2%[10 µM]	0%	-5%	u	-3%	9%	5%
Cc1cccc(NC(=O)CSc2nc3ccc(NC(=O)CSc4nnnn4-c4ccccc4)cc3s2)c1C	u	-50%[inhibitor]	2%	-3%	0%	3%	-1%	-13%
Cc1cccc(N2CCN(C(=O)CSc3ccsc3[N+](=O)[O-])CC2C)c1 (stereo not drawn)	-4%	-10%[10 µM]	-7%	1%	6%	2%	0%	6%
CS(=O)(=O)Nc1ccc(C(=O)NCCC2=CCCCC2)cc1	-9%	-25%[0.074 µM]	-5%	-3%	12%	3%	5%	1%
CCOC(=O)c1c(NC(=O)CSc2nnc(-c3cccnc3)o2)sc(C)c1C	-3%	-10%[0.074 µM]	-3%	-4%	2%	1%	6%	-7%
CCNc1[nH]c(=O)n(C)c(=O)c1N=O	-6%	-5%	3%	5%	1%	2%	-2%	-13%
COc1ccccc1Nc1ncc(-c2cccs2)s1	16µM*[quencher]	-2%	5%	-8%	-6%	12%	u	14µM*
Cc1cc(-c2ccc(N3C(=O)CCC3=O)c(C)c2)ccc1N1C(=O)CCC1=O	1%	-24%	-3%	1%	-9%	5%	-10%	-2%
CCOc1ccc(CCNC(=O)CSc2nnnn2C)cc1OCC	1%	-36%[inhibitor]	1%	2%	1%	-3%	6%	1%
COCCCNC(=O)C1CCN(C(=O)c2cc3sccc3n2Cc2ccc(Cl)cc2)CC1	-16%	x	x	13%	x	x	13%[76.3 µM]	u
O=c1c(-c2ccc(O)cc2)coc2cc(OC3OC(CO)C(O)C(O)C3O)ccc12 (stereo not drawn)	-1%	x	5%	6%	-7%[15.4 µM]	0%	-11%	-3%
Cc1ccc(C(C(=O)NC2CCCCC2)N(CC2CCCO2)C(=O)CNC(=O)c2ccco2)cc1 (stereo not drawn)	4%	14%	5%	6%	-11%	2%	-2%	-3%
Cc1ccccc1N1CC(O)(c2cccs2)[N+]2=C1CCCC2 (stereo not drawn)	-6%	9%	4%	-10%	0%	4%	3%	-5%
COc1cc(CCC(=O)N2CCN(c3ncccn3)CC2)cc(OC)c1OC	3%	36%[10 µM]	2%	0%	0%	-1%	21%	0%

Screens as filed in PubChem BioAssay.
